Screening results as filed in PubChem.
NPSR antagonist = antagonists of human neuropeptide S receptor cAMP signaling; AID 1461; Q6W5P4; CHO-NPSR cells, cAMP TR-FRET, antagonist mode; Potency, µM (series often up to 38.3 µM), without a hit: at the highest dose activity change, negative = inhibition, hits mostly inhibitors; actives 1% (n = 220,000); note: potency is the fitted concentration of half-maximal effect; % is set by controls: 0 for no effect and ±100 for the full control effect; nearly all actives have a fitted effect of over 50% in size; many of its hits are not listed in these tables
Target sequence (Q6W5P4 whole entry, looked up): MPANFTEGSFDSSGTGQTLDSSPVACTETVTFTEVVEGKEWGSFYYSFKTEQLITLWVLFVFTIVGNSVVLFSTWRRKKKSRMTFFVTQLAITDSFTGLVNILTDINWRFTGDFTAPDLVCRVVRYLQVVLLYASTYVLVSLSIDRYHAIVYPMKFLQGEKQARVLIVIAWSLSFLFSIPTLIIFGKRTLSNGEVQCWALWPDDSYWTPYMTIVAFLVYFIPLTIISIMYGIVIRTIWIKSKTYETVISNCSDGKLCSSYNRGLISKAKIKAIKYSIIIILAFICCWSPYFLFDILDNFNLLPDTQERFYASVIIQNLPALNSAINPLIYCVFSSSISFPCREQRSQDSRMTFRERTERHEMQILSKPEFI
Luc counter = blocks Kinase-Glo luciferase, a counter-screen artifact; Kinase-Glo luciferase, ATP luminescence, 8 min; Potency, µM (titrated, usually from 38.3 µM), inactives show top-dose activity change, negative = inhibition, actives largely listed as inhibitors; actives 0.28% (n = 200,000); AID 1379; note: potency is the fitted concentration of half-maximal effect; % is set by controls: 0 for no effect and ±100 for the full control effect; nearly all actives have a fitted effect of over 60% in size
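Light output from Kinase-Glo luciferase with luciferin and 10 uM ATP in 50 mM imidazole pH 7.2, KCl, MgCl2, Tween 20, BSA; compound pin-delivered, 8-min ambient incubation, then luminescence read.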
IMPase Li cell = IMPase inhibition in cells with lithium potentiation. Potency, µM (doses to about 59.4 µM), inactives show at the top dose activity, negative = IMPase inhibition, hits mostly inhibitors. CHO-M1 cells, IP1 TR-FRET (IP-One), carbachol + lithium. actives 0.35% (n = 210,000);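 note: IP1 builds up when IMPase is blocked and the TR-FRET signal falls; potency is the fitted concentration of half-maximal effect; plate controls were basal vehicle for no effect and high inhibitor control for full effect; nearly all actives have a fitted effect of over 50% in size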
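IP1 accumulation measured by competitive TR-FRET in lysed CHO-M1 cells after 30 min compound exposure at 37C, with a small lithium addition to potentiate weak responses. Hill-equation AC50 from ratio and donor-channel data.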
HttQ103 aggreg = mutant huntingtin aggregation inhibition; PC12 HttQ103-GFP aggregates, Acumen cytometry, 40 h; Potency, µM (highest dose often 46.1 µM), inactives show at the top dose activity change, negative = inhibition, most hits filed as inhibitors; AID 1688; actives 1.1% (n = 220,000); note: potency is the fitted concentration of half-maximal effect; % is set by controls: 0 for no effect and ±100 for the full control effect; nearly all actives have a fitted effect of over 60% in size
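Compounds (qHTS titration) were added to PC12 cells expressing an ecdysone-driven HTT exon 1 Q103–GFP fusion after induction with 100 nM tebufenozide. Aggregate formation was measured as GFP objects in cell lysates.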
L3MBTL1 inh = L3MBTL1 (human) inhibition; AlphaScreen L3MBTL1–H3K9me1 peptide binding; AID 485360; Q9Y468; Potency, µM (series often up to 57.1 µM), inactives show at the highest dose activity, negative = inhibition, most hits filed as inhibitors; actives 0.66% (n = 230,000); note: potency is the fitted concentration of half-maximal effect; % is set by controls: 0 for no effect and ±100 for the full control effect; nearly all actives have a fitted effect of over 60% in size
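L3MBTL1 50 nM + b-AHA-H3(1-15)K9me1 75 nM, 30 min RT; compound added, 30 min RT; streptavidin donor/Ni-chelate acceptor beads 10 ug/mL each final, 30 min RT dark; AlphaScreen read.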
CBFb-RUNX1 inh = inhibitors of human CBF-beta and RUNX1 interaction. Q01196+Q13951. AlphaScreen CBFb-His/RUNX1-biotin binding, biochemical. Potency, µM (titrated, usually from 59.8 µM), inactives show at the highest dose activity, negative = inhibition, most hits filed as inhibitors. 230,000 tested, under 10 active. AID 1477; note: % of control where 0% means no effect
Target sequence (Q01196 whole entry, looked up): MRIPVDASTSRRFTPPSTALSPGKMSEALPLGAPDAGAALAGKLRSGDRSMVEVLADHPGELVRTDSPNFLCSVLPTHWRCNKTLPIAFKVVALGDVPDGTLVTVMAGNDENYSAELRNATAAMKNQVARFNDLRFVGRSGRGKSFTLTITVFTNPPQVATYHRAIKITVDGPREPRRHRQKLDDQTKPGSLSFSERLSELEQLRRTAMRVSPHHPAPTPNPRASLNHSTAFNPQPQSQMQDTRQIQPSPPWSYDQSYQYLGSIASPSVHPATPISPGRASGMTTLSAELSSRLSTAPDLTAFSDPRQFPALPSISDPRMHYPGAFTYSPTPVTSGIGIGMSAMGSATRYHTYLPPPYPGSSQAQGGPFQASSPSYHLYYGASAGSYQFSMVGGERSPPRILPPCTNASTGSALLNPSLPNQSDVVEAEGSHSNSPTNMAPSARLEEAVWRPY
Target sequence (Q13951 whole entry, looked up): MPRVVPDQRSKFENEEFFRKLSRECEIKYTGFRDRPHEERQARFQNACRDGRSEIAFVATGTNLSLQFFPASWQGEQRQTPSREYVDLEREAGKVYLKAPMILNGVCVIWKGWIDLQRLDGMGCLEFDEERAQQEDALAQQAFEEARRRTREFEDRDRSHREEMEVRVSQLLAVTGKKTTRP
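CBFb-His/RUNX1-biotin, 30 nM each, preincubated 20 min RT; compound 15 min RT; Ni + streptavidin beads 50 ng each, 90 min RT; AlphaScreen read.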
Epigenetic reg = regulators of epigenetic silencing causing reporter derepression in mouse cells; murine LDR cells, GFP reporter derepression, 30 h; Potency, µM (top dose mostly 53.9 µM), for inactives: at the highest dose GFP activation, hits mostly activators; actives 0.2% (n = 280,000); AID 1865; note: potency is the fitted concentration of half-maximal effect; % of control where 0% means no effect; nearly all actives have a fitted effect of over 60% in size
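GFP-positive cell count by laser-scanning cytometry (objects 20–120 um) after 30 h, 37 C compound exposure of murine LDR cells; reporter is CMV-GFP integrated at a silenced locus, inducible by HDAC or DNMT inhibitors.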
An asterisk follows results filed as active; ? = inconclusive; nt = no result given; & = joins results of further samples; [ ] = remark or other dose. Calls come from the whole dose curve; as a rule, active = well fitted curve in the direction sought with a large enough effect; inconclusive = small, poorly fitted or top-dose-only effect, or another doubt; inactive = no such curve, though single readings can be large; an effect the other way counts as inactive or inconclusive.

SMILES	NPSR antagonist	Luc counter	IMPase Li cell	HttQ103 aggreg	L3MBTL1 inh	CBFb-RUNX1 inh	Epigenetic reg
CCOc1cc(CNc2ccc(S(N)(=O)=O)cc2)cc(Cl)c1OC	-4%	-2%	0%	17%	-3%	0%	0.1%
COc1ccc(CCN2C(=O)CC(N3CCOCC3)C2=O)cc1 (stereo unspecified)	0%[46.1 µM]	3%	1%	-1%	-21%	-3%	-2.0%
CC1c2c([nH]c3ccccc23)CCC1C(=O)O (stereo unspecified)	1%	1%	-1%	-14%	7%	2%	0.1%
CCN(CC)C(C)C#CCC(c1ccccc1)c1ccccc1 (stereo unspecified)	-20%	nt	nt	-17%[9.22 µM]	nt	0%	-3.1%
CCOC(=O)c1cc(NC(=O)C2C3CCC(O3)C2C(=O)O)cc(C(=O)OCC)c1 (stereo unspecified)	-2%[46.1 µM]	4%	4%[38.3 µM]	?	38%[activator]	-1%	-5.4%
COc1cc(/C=N/OCC(=O)NC2CCS(=O)(=O)C2)ccc1OC(F)F (stereo unspecified)	12%	4%	5%	14%	2%	2%	1.2%
CN(C)S(=O)(=O)c1ccc(C(=O)Oc2ccccc2)cc1	-19%[46.1 µM]	4%	22%[38.3 µM]	-11%	5%	11%	-1.1%
N#CC1=C(SCc2ccccc2)NC(=O)CC1c1ccccc1 (stereo unspecified)	-7%	1%	16%	?	-1%	2%	-1.0%
COC(=O)c1ccc(C2NC(=O)c3c(sc(C)c3C)N2)cc1 (stereo unspecified)	-15%	nt	nt	0%[9.22 µM]	4%	3%	1.5%
Cc1cc(C)c(NC(=O)C2C3/C=C\CCCCC32)c(C)c1 (stereo unspecified)	0%[46.1 µM]	1%	15%[38.3 µM]	-4%	1%	4%	-1.1%
Cc1noc(N)c1C(=O)Nc1ccccc1F	1%[46.1 µM]	0%	2%[38.3 µM]	-2%	8%	-3%	-0.9%
COc1ccc(OC)c(N(CC(=O)Nc2cccnc2)S(=O)(=O)c2ccccc2)c1	-15%[46.1 µM]	-1%	13%[38.3 µM]	10%	nt	-2%	-2.7%
C/C(=N\N1CCN(Cc2ccc(C)cc2)CC1)c1ccco1	5%	-2%	-3%	7%	-9%	14%	3.1%
C=CCOC(=O)N[C@H](c1ccco1)C(C(C)=O)C(C)=O	nt	-9%	-3%	nt	nt	6%	-1.1%
O=C(NC1CCCCC1)N(Cc1ccccc1)Cc1ccco1	?	-6%	15%[38.3 µM]	11%	nt	3%	-1.1%
O=C(c1ccc(Cl)c(Cl)c1)N1CCCC1	15%[46.1 µM]	-2%	24%[38.3 µM]	1%	nt	3%	0.0%
O=C1C2CCCN2C(=O)N1CCCN1CCN(c2cccc(Cl)c2)CC1 (stereo unspecified)	4%	-8%	-1%	6%	-2%	4%	0.1%
CC(C)CC(c1nnnn1C(C)C)N1CCN(c2ccccc2)CC1 (stereo unspecified)	-23%[46.1 µM]	0%	11%[38.3 µM]	0%	3%	4%	-0.2%
Nc1nc(C23CC4CC(CC(C4)C2)C3)[nH]c(=O)n1	-8%	nt	nt	-6%[9.22 µM]	-7%	4%	-2.1%
CCCCCCNS(=O)(=O)c1ccc(NC(=O)C2CCCO2)cc1 (stereo unspecified)	13%	0%	0%	-30%	0%	5%	1.1%
CCn1c(SCC(=O)NCc2ccco2)nnc1-c1cccs1	-8%[46.1 µM]	1%	29%[38.3 µM]	?	0%[11.4 µM]	-20%	-1.2%
CCOC(=O)C1=C(C)Nc2nc3ccccc3n2C1c1ccccc1 (stereo unspecified)	0%[46.1 µM]	4%	-4%[38.3 µM]	3%[9.22 µM]	nt	-8%	0.1%
Cc1ccc(-c2nnn(CC(=O)N3CCN(c4ccccc4)CC3)n2)o1	-6%[46.1 µM]	0%	2%[38.3 µM]	5%	nt	0%	-1.0%
COc1ccc(C2C(C#N)=C(N)Oc3cc(C)[nH]c(=O)c32)cc1OC (stereo unspecified)	7%	nt	nt	-4%[9.22 µM]	8%	5%	2.1%
Cn1c(Cn2cnc3ccccc32)nc2ccccc21	6%[46.1 µM]	nt	nt	-21%	5%	2%	-5.4%
Cc1nnc(SCc2cnc(-c3ccccc3)o2)[nH]c1=O	-7%[46.1 µM]	2%	15%[38.3 µM]	1%	-8%	6%	-0.8%
CSc1ccc(C(=O)C2CCCN(C(=O)c3nn(C)c(=O)c4ccccc34)C2)cc1 (stereo unspecified)	-1%	-2%	4%	8%[9.22 µM]	1%	0%	0.0%
CCOc1ccc(NC(=O)CCC(=O)n2nc(C)cc2C)cc1	14%[46.1 µM]	-1%	14%[38.3 µM]	-15%	-5%	12%	-0.8%
Cc1ccc(N2CN(Cc3ccco3)CNC2=S)c(C)c1	13%	-1%	-3%	1%	13%	-3%	0.0%
CCOc1ccc(C2/C(=C(/O)c3ccc(Cl)cc3)C(=O)C(=O)N2CCCN(C)C)cc1OC (stereo unspecified)	0%[46.1 µM]	0%	-11%[38.3 µM]	-9%	4%	2%	-0.9%
COc1ccc(NC(=O)CCNS(=O)(=O)c2ccc3c(c2)c(=O)n(C)c(=O)n3C)cc1OC	11%	0%	0%	-2%	1%	10%	-2.3%
CCOc1ccc(/C(O)=C2/C(=O)C(=O)N(c3ncccn3)C2c2ccc(Cl)cc2)cc1 (stereo unspecified)	-40%	nt	nt	32%[9.22 µM]	nt	-2%	-1.9%
CCN(CCNS(=O)(=O)c1ccc2[nH]c(=O)sc2c1)c1ccccc1	-16%[46.1 µM]	3%	26%[38.3 µM]	-7%	-2%	1%	-0.8%
CC1=CC[C@@]23CCCN2C(=O)CCC[C@H]3C1	nt	3%[39.9 µM]	-2%	nt	1%	10%[136 µM]	-2.7%[96.6 µM]
CN(C)c1cc(NC(=O)CNC(C)(C)CC(C)(C)C)c2ccccc2n1	-30%	1%	17%	12%	12%	5%	2.3%
Cc1cc(C)cc(N(CC(=O)Nc2ccccc2)C2=NC3CS(=O)(=O)CC3S2)c1 (stereo unspecified)	-33%	-1%	5%	13%	nt	-5%	-2.7%
Nc1ccc2nc(CCc3ccccc3)[nH]c2c1	13%	-5%	23%	12%	-10%	-12%	-2.2%
O=C(Nc1ccccc1)OCCNC(=O)c1ccccc1	?	-2%	-12%[38.3 µM]	-11%	-3%	-15%	0.0%
Cc1cccc(C(=O)O/N=C(\N)Cc2ccc([N+](=O)[O-])cc2)c1	-15%[46.1 µM]	-4%	10%[38.3 µM]	3%	nt	-8%	-1.0%
NC(=O)c1ncn([C@@H]2O[C@H](CO)[C@@H](O)[C@H]2O)c1O	-7%[46.1 µM]	-3%&3%	-8%&5%	?	6%	7%&2%	-1.2%&-3.0%
CN(C)CC(=O)Nc1cc(C(F)(F)F)ccc1Cl	-16%[46.1 µM]	-1%	0%[38.3 µM]	-5%	6%	3%	-0.8%
Cc1ccc(CC2CC(=O)N(CC(=O)O)C2=O)cc1 (stereo unspecified)	3%[46.1 µM]	4%	2%	-13%	32%[activator]	4%	0.0%
CC(C)C(=O)NC(=S)Nc1ccc(S(=O)(=O)N2CCCC2)cc1	5%	-3%	19%	?	5%	0%	2.9%
CCOC(=O)N1CCN(c2cc(=O)n(-c3cccc(Br)c3)c(=O)[nH]2)CC1	-4%[46.1 µM]	5%	23%[38.3 µM]	-6%	7%	21%	0.8%
C=CCN=C(NC#N)SCCc1ccccc1	9%[46.1 µM]	-1%	-11%[38.3 µM]	-19%	-1%	6%	1.7%
Oc1ccccc1/C=N/Nc1nn[nH]n1	-12%	nt	nt	-2%[9.22 µM]	-21%	?	0.1%
Cc1ccc(-c2cc(C(F)F)nc(NCC3CCCO3)n2)cc1 (stereo unspecified)	19%	-2%	12%	-14%	16%	15%	-1.0%
COc1ccc(S(=O)(=O)Nc2nc3n(n2)C(c2ccc(Cl)cc2)CC(=O)N3)cc1 (stereo unspecified)	4%[46.1 µM]	-1%	-6%[38.3 µM]	5%	5%	0%	-1.0%
Cc1ccc(SC(C)C(=O)Nc2ccc(S(=O)(=O)N3CCOCC3)cc2)cc1 (stereo unspecified)	-23%[46.1 µM]	2%	16%[38.3 µM]	10%	-1%	-2%	-1.0%
O=S(=O)(NCC1CCCO1)c1cnc(Cl)c(Br)c1 (stereo unspecified)	-8%	1%	-4%	-13%	9%	7%	-0.7%
New compounds follow
SMILES	NPSR antagonist	Luc counter	IMPase Li cell	HttQ103 aggreg	L3MBTL1 inh	CBFb-RUNX1 inh	Epigenetic reg
Cc1ccc2nc(SCc3ccc([N+](=O)[O-])cc3)nc(C)c2c1	7%[46.1 µM]	0%	17%	-21%	?	-3%	-2.3%
CS(=O)(=O)N1CCC(C(=O)Nc2ccc(OCc3ccccc3)cc2)CC1	-7%[46.1 µM]	2%	15%[38.3 µM]	-6%	-1%	9%	0.0%
COC(=O)c1ccc(OC)c(-c2c(OC)cc(OC)cc2OC)c1	1%	-1%	4%	-9%	3%	-3%	1.1%
O=C(Nc1nnc(-c2ccccn2)o1)c1cccc(Cl)c1	-1%	-7%	-4%	-10%	nt	?	-5.5%
O=C(CCN1C(=O)c2cccc3cccc(c23)C1=O)NC1CCS(=O)(=O)C1 (stereo unspecified)	4%	nt	nt	-27%[9.22 µM]	nt	8%	0.0%
CN(C)C(=O)c1ccc(COc2ccccc2Br)o1	30%[46.1 µM]	-4%	15%[38.3 µM]	12%	2%[11.4 µM]	11%	1.8%
C=C(C)CNC(=O)CCc1nnc(Cc2cccc(C(F)(F)F)c2)o1	-4%	-2%	0%	7%[9.22 µM]	3%	13%	-1.2%
O=C(O)c1cccc(NC(=O)C23CC4CC(C2)CC(n2cnc(Cl)n2)(C4)C3)c1	-2%[46.1 µM]	3%	5%[38.3 µM]	14%	nt	-1%	-0.2%

Entries of single compounds from above:
Entry for O=C(CCN1C(=O)c2cccc3cccc(c23)C1=O)NC1CCS(=O)(=O)C1 (stereo unspecified) → NPSR antagonist = 4%; Luc counter = nt; IMPase Li cell = nt; HttQ103 aggreg = -27%[9.22 µM]; L3MBTL1 inh = nt; CBFb-RUNX1 inh = 8%; Epigenetic reg = 0.0%
Entry for COC(=O)c1ccc(OC)c(-c2c(OC)cc(OC)cc2OC)c1 → NPSR antagonist = 1%; Luc counter = -1%; IMPase Li cell = 4%; HttQ103 aggreg = -9%; L3MBTL1 inh = 3%; CBFb-RUNX1 inh = -3%; Epigenetic reg = 1.1%
Entry for O=C(O)c1cccc(NC(=O)C23CC4CC(C2)CC(n2cnc(Cl)n2)(C4)C3)c1 → NPSR antagonist = -2%[46.1 µM]; Luc counter = 3%; IMPase Li cell = 5%[38.3 µM]; HttQ103 aggreg = 14%; L3MBTL1 inh = nt; CBFb-RUNX1 inh = -1%; Epigenetic reg = -0.2%

An excerpt (hit frequency here may not be typical).
